Shn3 3UTR inh = reduces Shn3 3'UTR luciferase signal in osteoblasts; Clone20 osteoblast Shn3 3'UTR firefly luciferase, 24 h; inhibition, % at 12.5 µM; actives 0.52% (n = 360,000); AID 588674;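 active = mean inhibition of at least 75% with every replicate also reaching 75%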;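 note: 0% = median of neutral control wells and 100% = pilot-screen positive control compound; some compounds past the cut are filed as inactive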
iPSC survival up = hiPSC single-cell survival enhancement; ATPlite luminescence; 100% = ROCK inhibitor wells, 0% = DMSO; survival enhancement, % at 20 µM; actives 0.044% (n = 360,000); in the data active = survival enhancement above about 18%;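 note: cells exposed to compounds for 16 hours before the ATP read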
NR2E3 ag-1 = agonists of human NR2E3 nuclear receptor; Q9Y5X4; CHO-S Gal4-NCOR/VP16-NR2E3 two-hybrid, luciferase; inhibition of corepressor binding, % at 3.98 µM; actives 0.35% (n = 360,000); AID 602229;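 active = inhibition above the mean of all tested compounds plus 3 SD, cut at about 70% in these data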;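 note: 0% = DMSO with NR2E3 transfected cells and 100% = cells lacking NR2E3 construct; higher means lower luciferase signal from less NR2E3 corepressor binding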
Target sequence (Q9Y5X4 whole entry, looked up, the tested form may be a part): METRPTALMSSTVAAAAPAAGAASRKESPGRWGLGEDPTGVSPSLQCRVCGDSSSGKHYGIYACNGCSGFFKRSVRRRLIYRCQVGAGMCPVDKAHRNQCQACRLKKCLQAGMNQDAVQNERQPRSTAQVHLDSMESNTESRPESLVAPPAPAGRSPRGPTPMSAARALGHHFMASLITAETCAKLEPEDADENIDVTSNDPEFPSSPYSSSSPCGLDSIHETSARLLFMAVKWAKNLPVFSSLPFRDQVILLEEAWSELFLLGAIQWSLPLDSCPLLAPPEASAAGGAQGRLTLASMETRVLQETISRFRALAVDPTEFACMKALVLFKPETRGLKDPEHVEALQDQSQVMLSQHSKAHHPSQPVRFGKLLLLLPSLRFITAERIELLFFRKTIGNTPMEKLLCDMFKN
CF NFkB block = inhibitors of cystic fibrosis induced NF-kB | inhibition, % at 5 µM | AID 588850 | actives 0.86% (n = 360,000) | KKLEB NF-kB-GFP reporter, PAF-induced, GFP fluorescence overnight;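 active = at least 50% inhibition at 5 µM, scaled per plate between neutral and stimulator controls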;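 note: PAF is a Pseudomonas aeruginosa culture filtrate used as stimulus; plate controls were PAF-stimulated DMSO wells for no effect and unstimulated DMSO wells for full effect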
MITF TRPM1 inh = reduces MITF-dependent TRPM1 promoter luciferase signal; inhibition, % at 12.5 µM; AID 488899; SK-MEL-5 TRPM1 promoter luciferase, 24 h; actives 0.83% (n = 330,000);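 active = mean inhibition across replicates of 60% or more, whatever share of single replicates reaches that level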; note: values of inactives mirror those of a sister screen read the other way
Peg3 promoter = inhibitors of Peg3 promoter | HeLa PEG-Prom luciferase reporter, luminescence, overnight | inhibition, % at 20 µM | actives 1.7% (n = 360,000) | AID 588405;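 active = inhibition of at least 50% at 20 µM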
aDG glyco act = alpha-DG glycosylation activation. Pro5-aDG cells, alpha-DG glycosylation AlphaScreen (IIH6); 0% Pro5, 100% B10-LARGE cell signal. activation, % at 10 µM. actives 0.22% (n = 360,000). AID 624168;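 active = activation of at least 8% versus controls, or a plate z-score of at least 8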;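 note: Pro5 are CHO cells carrying HIG-tagged alpha-DG that lacks glycosylation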
TWEAK-Fn14 inh = TWEAK-Fn14 signaling inhibition | inhibition, % at 10 µM | TWEAK-stimulated Fn14 reporter cells, luciferase luminescence, 8 h | actives 2% (n = 360,000); in the data active = inhibition above about 50%
KKLEB cytotox = CF airway cell cytotoxicity counter-screen; KKLEB CF airway cells viability, ATPlite luminescence, overnight; stronger effect = lower value; cells stimulated with P. aeruginosa culture filtrate; activity change (cytotoxicity), % at 5 µM; actives 0.36% (n = 360,000); AID 602141;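 active = corrected activity change at or below -50% at 5 µM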
NR2E3 ag-2 = NR2E3 (human) agonism; Q9Y5X4; GST-NR2E3/biotin-RetCOR TR-FRET, 1536-well; inhibition of corepressor binding, % at 4.78 µM; actives 0.12% (n = 320,000); AID 2300;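 active = percent inhibition above the cutoff of mean plus 3 SD of all tested compounds, set per screening campaign, cut at about 20% in these data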;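 note: 0% = DMSO wells and 100% = biotin wells as full block of FRET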
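Material – GST-tagged NR2E3 plus biotinylated RetCOR corepressor · Quantity – NR2E3 fusion 1.35 nM · Times – 5 h incubation at 4 °C · Medium – pH 7.5 Tris-based buffer · Technique – TR-FRET, Eu(K)-anti-GST donor, streptavidin-D2 acceptor, ex 340, em 617/671 nm · Benchmarks – high control biotin, low control 0.6% DMSO · Format – 1536-well plates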
HIF-2a inh = inhibitors of HIF-2a; AID 624352; inhibition, % at 18.8 µM; 786-0 RCC cells HIF-2a reporter, luciferase luminescence, overnight; actives 0.72% (n = 360,000);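 active = inhibition of the luminescence signal of 40% or more relative to plate controls, in a single-dose primary screen at 18.75 µM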
* marks the source's active call; other numbers are inactive results; · = not tested or not shown.

SMILES | Shn3 3UTR inh | iPSC survival up | NR2E3 ag-1 | CF NFkB block | MITF TRPM1 inh | Peg3 promoter | aDG glyco act | TWEAK-Fn14 inh | KKLEB cytotox | NR2E3 ag-2 | HIF-2a inh
COc1ccc(NC(=O)CC2C(=O)N(C)C(=S)N2Cc2ccc3c(c2)OCO3)cc1 (centres undefined) | -11.1 | 3.7 | 20.6 | 2.8 | 0.1 | 24.8 | -0.1 | 16.7 | -0.4 | -4.2 | 2.3
O=C(NC1CCN(S(=O)(=O)c2ccc(Cl)c(F)c2)CC1)c1cccnc1 | 3.7 | -0.6 | 7.2 | 34.0 | 4.5 | 4.2 | -0.1 | 10.2 | -16.8 | 5.8 | 14.0
NC(=O)C1CCN(C(=O)c2ccc3nc(N4CCCCC4)sc3c2)CC1 | -81.3 | -0.9 | -49.4 | 1.5 | -47.0 | -154.8 | 0.1 | 0.0 | 0.7 | -1.4 | -186.4
COc1cc(/C=C/C(=O)Nc2cc(S(=O)(=O)N3CCOCC3)ccc2N2CCCC2)cc(OC)c1OC | -5.3 | -0.6 | -20.7 | -12.5 | 6.4 | -2.8 | -0.4 | -3.0 | -5.8 | -3.8 | 16.0
Cn1cc(-c2nnnn2-c2ccc(Cl)cc2)c(C(F)(F)F)n1 | -15.6 | -1.3 | -15.1 | -4.4 | 8.0 | -2.0 | 0.6 | -17.4 | -7.5 | -1.4 | 12.5
CCN(CC)CCCNc1nc(-n2nc(C)cc2C)nc2sc3c(c12)CC(C)(C)OC3 | -40.2 | -0.5 | -12.4 | -3.3 | -15.8 | -34.6 | 0.8 | -27.5 | -8.6 | 1.5 | -77.1
COc1cccc(OC)c1C(=O)O/N=C(\N)c1ccncc1 | 8.3 | 0.1 | -13.5 | 10.2 | 7.1 | -13.1 | 0.3 | 8.7 | -7.2 | 0.7 | 14.9
COc1cc(OC)cc(C(=O)N[C@H](C(=O)Nc2c(C)n(C)n(-c3ccccc3)c2=O)C(C)C)c1 | 7.9 | -0.4 | 19.6 | -3.0 | · | 7.3 | -0.2 | 3.2 | -17.1 | · | 4.0
CCOc1ccc(C(=O)OCc2nnc(-c3cccs3)o2)cc1OC | 8.1 | -2.4 | 17.0 | 2.3 | 0.2 | 12.3 | 0.1 | -14.9 | 18.6 | 3.7 | -0.9
CCN(CC)S(=O)(=O)c1ccc(N2CCOCC2)c(NC(=O)CN2C(=O)NC(C)(c3ccccc3)C2=O)c1 (centres undefined) | -12.5 | -0.2 | 12.9 | 10.5 | 5.3 | 8.2 | 0.4 | -12.1 | 7.5 | -1.8 | 6.4
C=CCn1c(=NC(=O)c2cc(Cl)sc2Cl)sc2cc(S(N)(=O)=O)ccc21 | 7.7 | -0.3 | -9.4 | -28.3 | 8.4 | 22.8 | 0.6 | 6.3 | 4.3 | 0.6 | -0.4
COc1ccc(C(NC(C)=O)c2cc(Cl)c3cccnc3c2O)cc1 (centres undefined) | 89.6* | 2.5 | 0.0 | -4.3 | 22.5 | 63.6* | 0.0 | 29.9 | -1.0 | 0.0 | 10.3
CC(C)[C@H](NC(=O)c1ccccc1Br)C(=O)OCc1nc2ccsc2c(=O)[nH]1 | -4.8 | -0.5 | -4.6 | 21.8 | -5.2 | 12.6 | -0.5 | 3.6 | -8.7 | 3.3 | 9.9
Cc1cc(S(=O)(=O)N2CCC3(CC2)OCCN3S(=O)(=O)c2cccs2)ccc1F | 14.7 | 0.4 | 7.1 | 3.0 | 11.4 | 0.1 | 0.2 | -12.3 | 6.6 | -1.5 | 6.0
CC1CN(CC(O)COC(c2ccc(Cl)cc2)c2ccc(Cl)cc2)CC(C)O1 (centres undefined) | -7.4 | -1.2 | -6.4 | 1.0 | 1.8 | 10.9 | 3.3 | 16.9 | -20.5 | 11.1 | 11.2
Cc1ccc(C=C2SC(=S)N(CCCC(=O)Nc3cccc(C(=O)O)c3)C2=O)cc1 | -14.3 | 2.0 | 72.8* | -0.3 | · | -51.6 | 0.0 | -33.6 | -9.2 | · | 35.1
CCn1c(-c2ccc(-c3ccccc3)cc2)c[nH]c1=S | -8.9 | 8.1 | -24.9 | -24.3 | -26.6 | -39.8 | 2.1 | -11.5 | 16.6 | 2.2 | -168.1
O=C(NCc1ccc2c(c1)OCO2)c1nnc(Cc2ccc(F)cc2)o1 | -1.1 | 0.3 | -12.0 | -18.6 | 5.7 | -15.8 | 0.1 | -6.8 | 7.9 | 5.5 | 5.6
COC(=O)Cc1c(C)nc2nc[nH]n2c1=O | -5.5 | -0.2 | 7.3 | -2.3 | 7.2 | 4.0 | -0.1 | -11.5 | -1.3 | -0.8 | 10.8
CC(C)N(C(=O)c1ccc(-c2ccccc2F)cc1)C(C)C | 5.2 | -0.5 | 0.8 | 5.6 | · | 19.9 | 0.0 | -6.7 | -1.7 | 3.6 | 2.9
Cc1c(NC(=O)C(C)OC(=O)C(NC(=O)c2ccco2)C(C)C)c(=O)n(-c2ccccc2)n1C (centres undefined) | -4.1 | -0.3 | 10.2 | -1.8 | -0.4 | 9.9 | 0.4 | 2.9 | 9.2 | 1.2 | 15.4
CCOc1ccc(N2CC(C(=O)OC)CC2=O)cc1 (centres undefined) | -10.9 | 0.2 | -14.6 | -11.5 | 9.5 | 6.6 | 0.0 | 1.2 | 11.8 | -3.8 | 2.2
CN1CCNC(=O)C1CC(=O)NCCc1ccccc1F (centres undefined) | 9.1 | 0.8 | -11.5 | -1.6 | 3.2 | 10.5 | 0.4 | -5.0 | 1.0 | 1.9 | 4.3
CCN(CC)C(=O)CSc1nc2ncc(Br)cc2[nH]1 | 8.9 | -2.9 | -3.1 | -7.6 | -2.6 | 11.8 | -0.1 | 2.7 | 1.7 | 1.2 | -0.3
COc1ccc(CNC(=O)COC(=O)c2cc(-c3ccc(Cl)s3)nc3ccccc23)cc1 | -4.8 | 1.5 | -19.0 | -38.2 | -6.8 | -30.2 | -0.1 | -7.1 | -3.0 | 4.0 | -10.8

Ordered by formula weight (descending): part of the list above
SMILES | Shn3 3UTR inh | iPSC survival up | NR2E3 ag-1 | CF NFkB block | MITF TRPM1 inh | Peg3 promoter | aDG glyco act | TWEAK-Fn14 inh | KKLEB cytotox | NR2E3 ag-2 | HIF-2a inh
COc1cc(/C=C/C(=O)Nc2cc(S(=O)(=O)N3CCOCC3)ccc2N2CCCC2)cc(OC)c1OC | -5.3 | -0.6 | -20.7 | -12.5 | 6.4 | -2.8 | -0.4 | -3.0 | -5.8 | -3.8 | 16.0
COc1ccc(CNC(=O)COC(=O)c2cc(-c3ccc(Cl)s3)nc3ccccc23)cc1 | -4.8 | 1.5 | -19.0 | -38.2 | -6.8 | -30.2 | -0.1 | -7.1 | -3.0 | 4.0 | -10.8
C=CCn1c(=NC(=O)c2cc(Cl)sc2Cl)sc2cc(S(N)(=O)=O)ccc21 | 7.7 | -0.3 | -9.4 | -28.3 | 8.4 | 22.8 | 0.6 | 6.3 | 4.3 | 0.6 | -0.4
CN1CCNC(=O)C1CC(=O)NCCc1ccccc1F (centres undefined) | 9.1 | 0.8 | -11.5 | -1.6 | 3.2 | 10.5 | 0.4 | -5.0 | 1.0 | 1.9 | 4.3

Other results:
SMILES | Shn3 3UTR inh | iPSC survival up | NR2E3 ag-1 | CF NFkB block | MITF TRPM1 inh | Peg3 promoter | aDG glyco act | TWEAK-Fn14 inh | KKLEB cytotox | NR2E3 ag-2 | HIF-2a inh
CCCCn1c(N)c(N(C(=O)CSc2nnnn2-c2ccc(C)cc2)C2CCCC2)c(=O)[nH]c1=O | -2.7 | 4.4 | 13.3 | -7.5 | -9.3 | -2.5 | -0.1 | 0.8 | -0.2 | · | 20.0
O=C(N1CCCC1)C12CC3CC(CC(C3)C1)C2 | 19.7 | -0.4 | -7.8 | 19.1 | 10.6 | 9.7 | 0.1 | 8.0 | -3.3 | -2.4 | 2.5
c1csc(-c2noc(CN3CCOCC3)n2)c1 | -53.8 | 1.1 | -57.4 | -5.4 | -17.6 | -56.1 | 0.1 | -0.2 | -5.8 | 7.5 | -49.0
CCc1cccc(NC(=O)C2CCCN2S(=O)(=O)c2ccc3c(c2)n(C)c(=O)c(=O)n3C)c1 (centres undefined) | -14.5 | 2.2 | -17.3 | -12.0 | 0.7 | 2.1 | 0.1 | -21.4 | -8.6 | -0.8 | 19.4
Cc1ccc(N(CC(=O)NCc2ccco2)S(=O)(=O)c2ccccc2)cc1 | -5.8 | 0.9 | -4.0 | 9.7 | -0.4 | 8.2 | -0.1 | -5.8 | -2.8 | 0.3 | 4.8
COc1ccc(NC(=O)COC(=O)CCC2CCCCC2)cc1 | 1.0 | -1.4 | -20.0 | 5.9 | 1.6 | -2.5 | 0.4 | 0.5 | -10.1 | · | 1.5
O=C(C1=C[C@@H](C2CC2)C[C@@H](OCc2ccc(CO)cc2)O1)N1CCOCC1 | 2.8 | 1.3 | 3.8 | -17.9 | -10.7 | -15.8 | -0.2 | -18.9 | 11.7 | 2.6 | -2.6
O=C(O)CCCCCn1c(SCC(=O)c2ccc(O)c(O)c2)nc2ccsc2c1=O | -0.5 | 0.2 | 0.0 | 4.6 | -12.9 | 6.2 | -0.3 | 16.6 | 3.4 | -0.9 | 12.3
Cc1ccc(S(=O)(=O)Nc2ccccc2CNc2c(C)n(C)n(-c3ccccc3)c2=O)cc1 | -1.1 | 0.7 | 2.8 | 10.6 | 4.2 | 8.4 | 0.1 | 12.4 | 7.9 | -0.7 | -3.1
CCCCc1c(C)c(C#N)c2nc3ccccc3n2c1NCCN(C)C | 8.8 | 1.3 | -20.7 | 5.6 | 0.8 | 6.1 | 0.0 | -12.0 | -8.4 | · | 13.0
CCC1=C(OC(=O)N(CC)CC)N2C(=O)OC(=NCC3CC3)[C@]2(C)[C@H]2C1=CC[C@H]1C(=O)N(CC(=O)OC)C(=O)[C@H]12 | 3.9 | -0.1 | -5.6 | 7.9 | -3.9 | -2.8 | -0.3 | -3.0 | -16.1 | 0.1 | 20.1
O=C(CN1C(=O)C2CC=CCC2C1=O)Nc1nc2ccccc2s1 (centres undefined) | 1.0 | 0.6 | -20.6 | -0.1 | -2.1 | -32.1 | 0.1 | 11.3 | 7.5 | 1.0 | -28.2
COc1ccc(C(=O)c2oc3nc(C)cc(C)c3c2N)cc1 | -13.9 | 5.9 | -33.2 | -15.0 | -19.5 | -62.8 | -0.3 | 14.1 | 1.0 | 0.6 | -47.5
O=C(O)COc1ccc(/C=C/C(=O)c2ccc3ccccc3c2)cc1 | 0.4 | -0.8 | -30.3 | 0.5 | 3.4 | -64.0 | 0.0 | 9.1 | -9.6 | 6.7 | -19.4
Cc1ccc(OCc2n[nH]c(=S)n2-c2ccc(Cl)cc2)cc1 | -1.8 | -0.4 | -15.1 | -10.5 | 2.1 | 14.6 | 0.1 | 8.1 | 7.8 | 1.5 | 23.6
